# MC4R antag cAMP = human MC4R antagonism in cAMP assay. P32245. inhibition, % at 6.5 µM. 0.48% of 360,000 active. MC4R-expressing cells, MTII-stimulated cAMP, LANCE TR-FRET;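 active means inhibition above its plate's cutoff, the mean of tested wells on that plate plus 3 SD, cut at about 29% in these data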;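 further: 0% = Melanotan II alone and 100% = Melanotan II plus saturating MCL0020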
#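 material = U2OS cells stably expressing human melanocortin 4 receptor (MC4R) | also added = Melanotan II challenge | dosing = single nominal compound dose of 6.5 µM | detection = TR-FRET with Eu-cAMP and labeled anti-cAMP, 671 nm | replication = singlicate | timing = compound 30 min, challenge 1 h, detection 1 h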
# aDG glyco act = increases alpha dystroglycan glycosylation. 0.22% of 360,000 active. AID 624168. Pro5-aDG cells, alpha-DG glycosylation AlphaScreen (IIH6); 0% Pro5, 100% B10-LARGE cell signal. activation, % at 10 µM;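 active means activation of at least 8% versus controls, or a plate z-score of at least 8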;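 further: Pro5 are CHO cells carrying HIG-tagged alpha-DG that lacks glycosylation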
# MC4R barr agon = human MC4R agonism via beta-arrestin; activation, % at 8.9 µM; 0.98% of 360,000 active; P32245; U2OS MC4R beta-arrestin complementation, luminescence; percent of melanotan II response, DMSO zero;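 active means activation above a per-plate cutoff, the mean activation of sample wells on that plate plus 3 SD, cut at about 8% in these data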
# Exocytosis inh = lytic granule exocytosis inhibition. TALL-104 LAMP-1 surface exposure, flow cytometry; cells stimulated with thapsigargin and PMA. inhibition, % at 10 µM. 0.66% of 360,000 active. AID 651702;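 active means inhibition above about 55%, limit read from the data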
# Cardio protect = protects H9c2 cardiomyocytes from peroxide injury. H2O2 injury protection, ATPLite, 2 h. protection from H2O2 cell death, % at 20 µM. 0.63% of 360,000 active;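 active means compounds giving at least 50% protection of heart cells from peroxide-induced death in the single-dose screen, raw or plate-pattern-corrected value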;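 further: 0% = DMSO wells with peroxide and 100% = DMSO wells without peroxide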
# m5-HT2A agonist = mouse HTR2A agonism via beta-arrestin recruitment; P35363; CHO-K1 mHTR2A beta-arrestin complementation, luminescence; percent of 30 µM serotonin response; activation, % at 7.6 µM; 0.66% of 360,000 active; AID 624169;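 active means activation above a run cutoff, the mean activation of all tested compounds plus 3 SD, cut at about 14% in these data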;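 further: 0% = plate median of compound wells and 100% = 30 µM serotonin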
# N-glyco inh = N-linked glycosylation inhibition; D54 ERlucT glycosylation luciferase reporter, 24 h; percent of 100 nM tunicamycin response; reporter increase, % at 12.5 µM; 0.23% of 360,000 active;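 active means mean luciferase reporter signal, scaled so untreated is 0 and the glycosylation-blocking control 100, at or above a set limit in every replicate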;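 further: luciferase carries N-glycosylation sites so blocking glycosylation raises the light; 0% = median of neutral control wells and 100% = median of 100 nM tunicamycin wells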
# ABCB6 inh 2 = human ABCB6 transporter inhibition. Q9NP58. K562-ABCB6 porphyrin accumulation, flow cytometry, 1 h; active compounds read low. fluorescence ratio to DMSO, % at 10 µM. 0.19% of 360,000 active;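 active means fluorescence ratio to DMSO below 75%, the collection mean minus 3 SD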;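 further: signal is porphyrin accumulated inside mitochondria; 100% equals median channel fluorescence of DMSO control wells; lower ratio means ABCB6 inhibition with less porphyrin fluorescence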
# hiPSC survival = enhancers of human iPSC single-cell survival; survival enhancement, % at 20 µM; AID 602274; hiPSC single-cell survival, ATPlite luminescence; 100% = ROCK inhibitor wells, 0% = DMSO; 0.044% of 360,000 active; in the data active means survival enhancement above about 18%;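 further: cells exposed to compounds for 16 hours before the ATP read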
# ABHD5 PLIN5 PPI = inhibitors of human ABHD5-perilipin-5 interaction; Split G. princeps luciferase complementation, luminescence, 4 h; inhibition, % at 4 µM; 0.78% of 360,000 active; AID 602281;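 active means inhibition above the mean inhibition across every tested compound plus 3 SD, cut at about 22% in these data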;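 further: 0% = DMSO only wells and the 100% control is not disclosed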
# Target sequence (Q00G26 whole entry, looked up): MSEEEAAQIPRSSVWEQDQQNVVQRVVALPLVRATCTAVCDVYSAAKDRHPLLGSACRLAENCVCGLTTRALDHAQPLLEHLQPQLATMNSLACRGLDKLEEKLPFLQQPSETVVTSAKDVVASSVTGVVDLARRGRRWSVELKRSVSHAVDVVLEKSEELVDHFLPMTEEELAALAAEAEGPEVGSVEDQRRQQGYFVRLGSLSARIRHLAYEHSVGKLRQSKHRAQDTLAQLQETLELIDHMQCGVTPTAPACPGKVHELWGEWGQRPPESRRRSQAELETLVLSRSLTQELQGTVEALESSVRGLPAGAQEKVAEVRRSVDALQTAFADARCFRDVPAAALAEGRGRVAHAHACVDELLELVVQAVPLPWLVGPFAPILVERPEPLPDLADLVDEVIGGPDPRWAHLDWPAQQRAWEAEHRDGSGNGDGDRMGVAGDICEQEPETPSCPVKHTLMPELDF
# Target sequence (Q8WTS1 whole entry, looked up): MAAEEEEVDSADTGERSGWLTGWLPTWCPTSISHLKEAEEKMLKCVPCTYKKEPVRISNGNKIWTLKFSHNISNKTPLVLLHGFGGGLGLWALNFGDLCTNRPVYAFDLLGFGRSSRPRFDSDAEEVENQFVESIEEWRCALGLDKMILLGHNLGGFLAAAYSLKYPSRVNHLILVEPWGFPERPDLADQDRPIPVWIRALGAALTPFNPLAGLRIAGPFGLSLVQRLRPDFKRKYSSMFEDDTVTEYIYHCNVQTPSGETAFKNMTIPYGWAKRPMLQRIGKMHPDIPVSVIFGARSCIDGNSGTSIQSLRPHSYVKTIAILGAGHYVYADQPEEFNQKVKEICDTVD
# Starred values were filed as active, the others as inactive. Random draw from the library (roughly 4.5% active in at least one column).
molecule,MC4R antag cAMP,aDG glyco act,MC4R barr agon,Exocytosis inh,Cardio protect,m5-HT2A agonist,N-glyco inh,ABCB6 inh 2,hiPSC survival,ABHD5 PLIN5 PPI
COc1ccc(-c2nc(C(=O)NCC3CCCO3)cc3c2[nH]c2ccccc23)cc1 (stereo unspecified),11,0.0,0.2,8,36,0,7,98,-1.4,4
C#CCOc1ccc2c(C)cc(=O)oc2c1,11,-0.2,0.6,6,3,2,1,99,3.1,-9
CN(C)c1ccc(N/C=C/C(=O)C(C)(C)C)cc1,-7,0.2,-1.6,0,-12,-3,4,95,-1.6,-9
CCCCCOc1ccc(C(=O)NCC(=O)NCC(=O)OCC)cc1,-1,-0.2,1.5,0,-16,1,15,98,-0.6,-3
CSc1ccc(C2C3(C#N)C(N)=NC4(OCCO4)C23C#N)cc1 (stereo unspecified),-1,-0.1,0.7,-1,-8,5,1,96,5.6,-1
Cc1ccccc1CSc1ccc(-c2ccc3c(c2)OCO3)nn1,8,-0.1,0.5,-5,-15,-5,-1,97,3.1,-4
O=C(c1cc(Cl)ccc1Cl)N1CCc2ccccc21,3,-0.1,-1.0,-17,-4,-6,2,99,-0.6,1
CC(C)(C)NC(=O)C(OC(=O)Cn1nnc(-c2ccc(F)cc2)n1)c1ccncc1 (stereo unspecified),15,0.2,-0.8,0,-5,-2,0,93,-2.0,7
Cc1ccccc1N1C(=O)Cc2ccccc2C1=O,16,-0.2,-0.3,-15,6,7,3,99,-0.6,2
COc1ccc(/C=N/NC(=O)c2nc(-c3ccccc3)n(-c3ccccc3)n2)cc1OC,-6,-0.2,-1.7,-1,0,-1,-3,97,3.9,3
CCOc1ccccc1-n1c(=O)c2ccccc2c2ccccc2c1=O,3,-0.2,-1.7,-2,10,3,6,99,0.7,5
CCCCCCn1c(N2CCCC2)nc2c1c(=O)n(C)c(=O)n2C,3,0.1,2.0,4,11,2,0,97,-0.5,-1
CCOC(=O)CSc1cc(C)nc(N)n1,1,0.0,-1.9,-1,-2,4,0,93,1.8,3
COCCNc1nc(-c2ccc(Cl)cc2C)c2sccc2n1,4,-0.1,6.3,8,0,-4,-2,103,-0.6,11
COc1ccccc1C(=O)NCC(c1cccs1)N1CCc2ccccc21 (stereo unspecified),13,2.0,0.9,10,1,-1,-2,95,-0.4,0
COc1ccccc1CN(C)C(=O)c1ccccc1SCC(=O)N1CCCC1,3,0.0,-1.2,7,0,5,1,99,-2.6,-1
O=C(O)C1CCC(c2ccc(-c3ccccc3)cc2)CC1 (stereo unspecified),6,-0.1,-1.7,3,1,7,2,96,-0.4,5
CC(C)c1ccc(NC(=O)Cn2ncc3ccccc32)cc1,-4,-0.1,0.7,-3,-2,4,0,99,0.3,-8
COc1ccc(C2=NN(CCC(=O)NC3CCCCCC3)C(=O)CC2)cc1,12,-0.2,-0.8,4,-3,6,0,91,-0.2,2
COc1ccc(CCNC(=O)C(=O)Nc2ccc3c(c2)OCO3)cc1OC,8,-0.2,-1.2,-2,2,1,1,97,-0.2,-3
Cc1cc(C)n(C(=O)c2ccc(C)c(S(=O)(=O)N3CCCC3)c2)n1,12,0.0,-0.9,-2,-5,-1,1,104,1.8,-2
CCOC(=O)c1ccc(Nc2ncnc3ccccc23)cc1,-7,0.2,5.5,1,-4,-3,-5,97,-0.4,12
COc1cccc(-n2c(SCC(N)=O)nnc2-c2ccncc2)c1,6,0.0,-1.7,1,-4,6,4,95,0.8,-2
O=C(CSc1nnc(-c2ccco2)o1)N1CCOCC1,7,0.9,1.5,-2,8,2,-1,99,0.0,2
COc1cc(C(=O)O/N=C2/C=CC(=O)C(C)=C2C)cc(OC)c1OC,10,-0.4,-1.0,6,-28,7,1,99,-3.4,4
COc1ccccc1CN1CC(C(=O)NCCN2CCOC2=O)CCC1=O (stereo unspecified),0,0.2,-4.6,-2,2,-1,1,95,0.7,0
O=C(COC(=O)Cc1n[nH]c(=O)c2ccccc12)NNC(=O)c1ccc(Cl)cc1,-1,-0.2,-3.0,-4,66*,-23,11,105,-0.5,7
C[C@H](NC(=O)Cc1cccc2ccccc12)C(=O)N1CCOCC1,3,0.1,0.1,4,2,1,1,99,0.4,5
Cc1sc2nc(CSCC(=O)NC3(C#N)CCCCC3)[nH]c(=O)c2c1C,9,-0.3,-1.7,-3,18,11,1,108,-0.5,-2
COc1ccc(S(=O)(=O)Nc2cc(C)ccc2OC)cc1C,10,-0.1,0.5,-1,-8,-4,0,96,1.9,0
CN(C)c1ccc(CNn2cnnc2)cc1,-2,-0.1,0.0,1,-2,2,1,102,1.5,1
CC1CCCN(C(=O)Cn2nnc(-c3ccc(S(C)(=O)=O)cc3)n2)C1 (stereo unspecified),4,-0.2,-0.7,-8,0,-2,1,97,-0.2,-2
CCN(CC)c1ccc(/C=C2\CCC(/C=N/NC(=O)c3ccc(=O)n(C)c3)=C2N2CCOCC2)cc1,18,0.4,-1.1,7,14,0,-1,503,1.7,1
COCCNC(=O)c1nn(-c2cc(OC)cc(OC)c2)c(=O)c2ccccc12,-4,-0.3,-1.1,-2,17,-5,1,96,2.1,0
COc1ccc(COC(=O)Nc2cc3c(C(F)(F)F)nn(C)c3s2)cc1,5,0.4,0.8,0,-8,2,-2,100,4.2,2
Cc1ccc2nc(CSc3nnc(Cc4cccs4)n3C3CCCCC3)cc(=O)n2c1,-2,-0.3,-1.5,1,7,1,1,66*,2.5,-7
Cn1cccc1/C=N/N1CCN(c2ccccc2)CC1,3,-0.3,0.4,-1,-3,8,2,96,1.4,-12
Cc1cc(C(=O)CCC(=O)NCc2ccccc2F)c(C)s1,-10,-0.1,-0.2,-3,3,0,2,105,-0.1,2
O=c1c2ccccc2nnn1CSc1nc2ccccc2c(=O)n1CCCO,-12,-0.3,-0.4,-3,10,8,-2,96,1.2,5
Cc1nnc(Sc2nc3ccccc3o2)c2ccccc12,-1,0.4,-2.5,-2,10,-3,2,96,-3.4,9
Cc1ccc([N+](=O)[O-])cc1NC(=O)CN1CCC(C)CC1,8,0.0,0.4,1,0,1,0,99,-2.5,3
COc1ccc([C@H]2C[C@H](O)[C@@H](n3cc(-c4ccc(F)cc4)nn3)CN2C(=O)C2CCCCC2)cc1,0,0.2,3.0,-3,-11,5,1,101,2.8,-7
Cc1oc(C(=O)O)cc1COc1ccc2c3c(c(=O)oc2c1)CCC3,15,0.0,-2.8,-1,6,-3,1,97,3.8,9
C[C@@H]1CN([C@@H](C)CO)C(=O)CCCn2cc(nn2)CO[C@H]1CN(C)S(=O)(=O)c1ccccc1,5,0.0,-0.2,2,8,1,0,93,-0.1,4
Cc1sc(-c2ccccn2)nc1OC(=O)c1cccc(Cl)c1Cl,4,-0.1,-2.3,-5,-10,2,0,96,1.0,-5
Cc1ccc(N(C(=O)c2ccc(CN3CCOCC3)o2)C(C(=O)NCCC(C)C)c2cccs2)c(C)c1 (stereo unspecified),-5,0.2,2.6,-2,1,1,1,93,1.1,5
CC(N)(C(=O)O)c1cccc(OCc2cccc(Cl)c2)c1 (stereo unspecified),-3,-0.1,0.0,-2,15,-4,0,91,-0.7,3
CCc1nc2c(OCC3COc4ccccc4O3)cccn2c1N(C)C(=O)c1cccc(OC)c1 (stereo unspecified),8,0.2,-1.6,-15,-2,0,-2,95,-2.6,5
CCN1CCN(C(=O)c2ccccc2Nc2ccc(SC(F)F)cc2)CC1,6,0.2,-3.1,-1,-1,-9,-2,99,-0.4,1
O=C(/C=C\c1ccccc1OC(=O)c1ccccc1F)c1cc2ccccc2o1,-12,0.3,-1.3,5,-21,0,6,102,-4.5,70*
CC(C)Cn1nc(C(=O)Nc2nnc(C3CC3)s2)c2ccccc2c1=O,-9,-0.1,-2.0,-4,-1,13,0,100,0.5,1
COc1ccc(NC(=O)C[C@@H]2C(=O)N(c3ccc(OC)cc3)CC2(C)C)cc1,7,-0.1,-0.8,-4,-9,3,2,87,-0.5,6
CCn1c(SCC(=O)Nc2ccccc2OC)nc2ccccc2c1=O,-22,0.0,-1.1,2,12,12,2,95,0.8,-1
CC1CCN(C(=O)c2nc[nH]c2C(=O)OCCNC(=O)OC(C)(C)C)CC1,8,0.6,1.2,-4,1,8,1,104,4.5,-2
C[C@H](O)CNC(=O)c1[nH]cnc1C(=O)Nc1cccc(Cl)c1,6,0.2,-0.4,-4,0,0,4,106,-1.7,0
CCOc1ccc(S(=O)(=O)N(CC(=O)NCc2cccnc2)c2ccc(C)cc2)cc1,2,0.4,-2.4,4,-4,-1,1,95,0.2,-2
COC(=O)c1ccc(CSc2ncn[nH]2)o1,4,-0.1,-2.5,1,-4,-3,-6,105,-4.1,-3
NC(=O)COC(=O)c1ccc(-c2ccc(O)cc2)cc1,13,0.3,-2.5,-2,0,4,3,97,-0.1,1
Cc1cccc(NC(=S)N2CCC(c3nc4ccccc4s3)CC2)c1,-1,0.0,3.7,3,-10,-2,-1,94,-1.0,1
CCN(CC)C(=O)c1ccc(COc2ccc(Cl)c(C)c2)o1,-2,0.3,-1.6,-9,-19,1,-2,87,-0.1,-1

# Taken from above.
# Under aDG glyco act, COC(=O)c1ccc(CSc2ncn[nH]2)o1 has the entry -0.1
# Under MC4R barr agon, Cc1ccc(N(C(=O)c2ccc(CN3CCOCC3)o2)C(C(=O)NCCC(C)C)c2cccs2)c(C)c1 (stereo unspecified) has the entry 2.6

# (more compounds)
molecule,MC4R antag cAMP,aDG glyco act,MC4R barr agon,Exocytosis inh,Cardio protect,m5-HT2A agonist,N-glyco inh,ABCB6 inh 2,hiPSC survival,ABHD5 PLIN5 PPI
O=C(COc1ccccc1)NCC(=O)N/N=C/c1ccc(Br)cc1,14,0.5,-1.8,-4,-4,2,2,102,-0.3,-3
CC(C)(C)C(=O)Oc1cc(N)n(S(=O)(=O)c2ccccc2)n1,8,-0.2,-1.5,0,-4,-4,5,98,14,1
Cc1cccc(N2C(=O)C(O)=C(C(=O)c3cccs3)C2c2ccc(C(C)C)cc2)n1 (stereo unspecified),6,-0.1,0.3,5,-5,7,1,98,1.9,-2
COc1ccccc1CNC(=O)COC(=O)c1cccc(S(=O)(=O)N2CCCCC2)c1,7,-0.2,0.1,-2,0,3,0,92,-0.6,0
NC(=O)CC(NC(=O)Cc1ccc(Br)cc1)c1ccc(N2CCC(N3CCCC3)CC2)c([N+](=O)[O-])c1 (stereo unspecified),8,-0.3,-0.9,-3,-2,6,4,101,0.3,5
CCc1ccccc1OCCCCN1CCCCC1,2,0.1,-0.4,4,8,-6,2,95,0.0,0
Cc1cc(C)n(-c2cccc(CN3CCC(CO)(Cc4ccccc4)CC3)c2)n1,8,1.0,-2.3,32,-4,-5,-1,96,-1.2,5
